Screens deposited in PubChem BioAssay by several laboratories.
MsrA inhibitor: inhibitors of bovine MsrA; inhibition, % at 15.5 µM; purified bovine MsrA, absorbance read-out; actives 0.75% (n = 360,000); in the data active = inhibition above about 4.5%;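 also: 0% = vehicle wells with enzyme and 100% = reference inhibitor wells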
Rin1-Abl PPI inh: inhibitors of human Rin1-Abl protein interaction; P00519+Q13671; TR-FRET Rin1/Abl binding, biochemical; inhibition, % at 7.35 µM; actives 0.4% (n = 360,000); AID 588664; in the data active = inhibition above about 5%, passing the limit was not always enough
bovine MsrA act: bovine methionine sulfoxide reductase A activation | purified bovine MsrA, absorbance read-out | activation, % at 10.6 µM | actives 0.3% (n = 360,000); in the data active = activation above about 7.5%;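 also: 0% = vehicle and 100% = reference activator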
FAS TE block: FAS thioesterase (human) inhibition; recombinant FAS-TE, OMFH fluorogenic substrate, fluorescence endpoint; inhibition, % at 15 µM; P49327; AID 602261; actives 0.67% (n = 360,000);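 active = compounds whose normalised, plate-corrected inhibition of enzyme fluorescence in the single-dose primary screen is 50% or more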;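 also: 0% = DMSO with enzyme and 100% = substrate without enzyme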
CSN inh: inhibitors of human CSN-mediated cullin deneddylation | Purified CSN, SCF-Nedd8-OG deneddylation, fluorescence polarization | inhibition, % at 12.5 µM | actives 0.38% (n = 360,000) | AID 651999;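 active = pattern-corrected inhibition above about 35%, with an unprinted fluorescence ratio check between 0.5 and 1.5, limit read from the data, passing the limit was not always enough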;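 also: 0% = enzyme with substrate and 100% = substrate without enzyme; some results filed as inactive read as strong as hits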
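Assay system: purified human Csn5 enzyme expressed in HEK293T cells; Input: 0.24 nM Csn5 enzyme, final concentration; Reagent: 10 nM SCFSkp2-Nedd8OG; Compound dosing: 12.5 µM single point; Times: reaction 90 min, room temperature; Technique: fluorescence polarization readout.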
PABP1 MLLE inh: blocks PAM2 peptide binding to the PABP1 MLLE domain. GST-MLLE / FITC-PAM2 fluorescence polarization. inhibition, % at 20 µM. actives 0.36% (n = 360,000); in the data active = inhibition above about 35%, passing the limit was not always enough;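 also: plate controls were DMSO wells with GST-MLLE for no effect and wells lacking GST-MLLE protein for full effect; some results filed as inactive read as strong as hits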
Rpn11 inh: Rpn11 (human) deubiquitinase inhibition. calls only at 20 µM. AID 588493. O00487. human 26S proteasome, Ub4-pepOG fluorescence polarization; 20S core pre-blocked with epoxomicin. actives 0.59% (n = 360,000);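 active = inhibition at 20 µM, scaled to each plate's controls, above about 33%, limit read from the data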
Target sequence (O00487 whole entry, looked up): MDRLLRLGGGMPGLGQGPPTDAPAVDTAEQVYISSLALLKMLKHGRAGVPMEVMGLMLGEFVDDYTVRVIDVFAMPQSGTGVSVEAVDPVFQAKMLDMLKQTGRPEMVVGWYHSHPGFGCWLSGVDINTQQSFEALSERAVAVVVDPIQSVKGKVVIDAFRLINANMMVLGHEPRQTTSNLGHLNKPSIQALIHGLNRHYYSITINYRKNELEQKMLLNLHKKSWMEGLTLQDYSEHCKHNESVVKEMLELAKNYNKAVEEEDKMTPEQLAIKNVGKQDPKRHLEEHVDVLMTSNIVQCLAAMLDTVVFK
MT1-MMP act inh: blocks activation of human MT1-MMP; P50281; HT1080 RFP-PRO-GFP cells, GFP/RFP ratio fluorescence, overnight; percent of plate control window, DMSO zero; GFP/RFP ratio change, % at 20 µM; actives 0.061% (n = 360,000); AID 651647;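 active = GFP/RFP ratio change of at least 30% with cell ATP level not reduced by more than half and red fluorescence within 50% of control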; also: strong numbers were not always called active
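system = RFP-PRO-GFP reporter HT1080 cells | dosing = 20 µM single dose, 1% DMSO | timing = overnight cell settling, then overnight compound exposure, 37 °C, 5% CO2 | read-out basis = GFP/RFP fluorescence ratio | controls = DMSO and RFP-L50D-GFP cell wells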
E coli Lon inh: inhibits E. coli Lon protease | purified E. coli Lon protease, fluorescence polarization | inhibition, % at 7.94 µM | actives 0.42% (n = 360,000); in the data active = inhibition above about 13%, passing the limit was not always enough;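 also: 0% = enzyme with probe and DMSO and 100% = no enzyme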
Target sequence (P0A9M0 whole entry, looked up): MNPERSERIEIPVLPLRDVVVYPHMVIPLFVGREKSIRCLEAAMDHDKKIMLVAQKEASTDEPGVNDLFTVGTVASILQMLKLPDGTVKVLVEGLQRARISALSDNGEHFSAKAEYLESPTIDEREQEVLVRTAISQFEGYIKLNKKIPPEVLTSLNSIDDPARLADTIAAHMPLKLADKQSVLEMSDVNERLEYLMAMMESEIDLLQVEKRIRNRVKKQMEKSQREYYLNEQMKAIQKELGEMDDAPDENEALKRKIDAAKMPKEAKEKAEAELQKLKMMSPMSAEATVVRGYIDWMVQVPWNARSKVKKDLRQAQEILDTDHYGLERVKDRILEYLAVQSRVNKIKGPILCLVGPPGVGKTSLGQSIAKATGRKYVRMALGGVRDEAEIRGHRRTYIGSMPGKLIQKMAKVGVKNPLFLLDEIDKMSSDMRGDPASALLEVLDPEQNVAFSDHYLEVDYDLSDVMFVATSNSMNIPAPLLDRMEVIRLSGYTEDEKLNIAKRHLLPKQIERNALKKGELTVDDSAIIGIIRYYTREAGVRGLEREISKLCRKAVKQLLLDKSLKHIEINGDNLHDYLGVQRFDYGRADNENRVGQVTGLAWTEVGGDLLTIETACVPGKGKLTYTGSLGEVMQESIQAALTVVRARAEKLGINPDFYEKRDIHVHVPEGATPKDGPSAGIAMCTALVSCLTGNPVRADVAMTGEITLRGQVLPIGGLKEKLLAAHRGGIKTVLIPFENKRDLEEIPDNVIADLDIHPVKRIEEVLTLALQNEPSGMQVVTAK
* marks the source's active call; other numbers are inactive results; i = inactive; · = no result given.

nr	molecule	MsrA inhibitor	Rin1-Abl PPI inh	bovine MsrA act	FAS TE block	CSN inh
1	CCNC(=O)c1cc2c(c(-c3cccc(-c4cccc(C(=O)N(C)C)c4)c3)n1)[C@@H](CCO)N(S(=O)C(C)(C)C)C2 (some centres not stated)	-0.3	1	-3	-15	6
2	C[C@]12c3[nH]c4ccc(Cl)cc4c3CCN1C(=O)[C@@H](CC(=O)NCCc1ccccn1)C[C@@H]2C(=O)N1CCOCC1	0.5	0	-2	-10	5
3	Cc1cccc(NC(=S)N(CCN(C)C)Cc2cc3cc(C)ccc3[nH]c2=O)c1	1.6	-1	-3	-3	2
4	Cc1noc(C)c1COc1ccccc1C(=O)NC(C)c1ccc(Cl)cc1 (configuration not stated)	1.2	0	0	10	-5
5	O=C(COc1ccccc1)NCc1nnc2c3ccccc3c(-c3ccccc3)nn12	-0.3	0	-4	4	1
6	Cc1cccc(C)c1-c1ccc(CN2C(CC(C)C)C(=O)N(Cc3cn(CC4CCCCC4)nn3)CCS2(=O)=O)cc1 (configuration not stated)	0.1	4	-3	23	0
7	CC(=O)NNC(=O)CN1C(=O)/C(=C/c2ccccc2)SC1=S	2.1	-6	-1	-3	-2
8	O=S(=O)(O)c1nc2ccccc2n1Cc1ccc(Cl)cc1Cl	0.6	0	-3	-2	4
9	COc1cc(-c2cc3nc(NCCOc4ccccc4)ccn3n2)cc(OC)c1OC	-0.1	0	-2	18	-4
10	Cc1ccc(S(=O)(=O)Nc2ccc(Cl)cc2)cc1NC(=O)Cn1cnc2c1c(=O)n(C)c(=O)n2C	0.5	-1	-2	-2	-1

nr	PABP1 MLLE inh	Rpn11 inh	MT1-MMP act inh	E coli Lon inh
1	-35	i	1	-21
2	1	i	4	4
3	4	i	-7	4
4	11	i	-8	-12
5	0	i	4	-1
6	-7	i	-12	-2
7	50*	i	7	4
8	8	i	-1	1
9	-4	i	18	-4
10	18	i	7	-7

Next results follow.
nr	molecule	MsrA inhibitor	Rin1-Abl PPI inh	bovine MsrA act	FAS TE block	CSN inh
11	COc1ccc2[nH]c(=O)c(CN(CC3CCCO3)C(=O)Nc3ccccc3)cc2c1 (configuration not stated)	-0.1	-3	-4	-7	-6
12	COc1ccc(NC2CCCN(C(=O)CCc3cccc(Cl)c3)C2)cc1 (configuration not stated)	-0.3	-3	-1	2	2
13	CCOC(=O)c1sc2nc(CC(C)C)c3c(c2c1N)CCC3	-0.8	2	-6	4	-1
14	O=S(=O)(Nc1ccc2c(c1)CCC2)c1cccs1	2.7	0	1	2	6
15	CC(c1ccco1)N(C(=O)c1ccccc1NS(=O)(=O)c1cc([N+](=O)[O-])ccc1Cl)c1ccccn1 (configuration not stated)	-1.1	0	-4	46	-3
16	CC(C)(O)C#Cc1ccc(C(=O)N2CCCC2C(=O)O)s1 (configuration not stated)	-0.1	-1	-1	1	-2
17	O=C(CCNC(=O)c1ccc([N+](=O)[O-])cc1)Nc1ccc(S(=O)(=O)N2CCOCC2)cc1	-0.2	1	-4	6	-4
18	COc1ccc(Oc2cc(NN3CCCCC3)c([N+](=O)[O-])cc2[N+](=O)[O-])cc1OC	4.9*	-3	-2	15	-5
19	COc1ccc(-c2csc3nc(C)nc(N4CCN(C(C)=O)CC4)c23)cc1OC	0.9	-1	-3	-6	-2
20	Cn1c(C(=O)N2CCN(Cc3ccc4c(c3)OCO4)CC2)cc2sccc21	0.8	4	-9	4	-3

nr	PABP1 MLLE inh	Rpn11 inh	MT1-MMP act inh	E coli Lon inh
11	1	i	-5	1
12	-7	i	1	1
13	-11	i	13	8
14	-17	i	0	-11
15	20	i	1	-6
16	-2	i	5	-2
17	-18	i	-5	-12
18	3	i	-4	12
19	-6	i	1	-1
20	-3	i	-1	-7

(more compounds)
nr	molecule	MsrA inhibitor	Rin1-Abl PPI inh	bovine MsrA act	FAS TE block	CSN inh
21	CCCCNC(=O)CN(c1cc(C(F)(F)F)ccc1Cl)S(C)(=O)=O	-1.2	-1	-1	-8	-16
22	Fc1cccc(-c2nnn3c2nc(Cl)c2ccccc23)c1	0.9	-3	-5	8	3
23	CCOc1ccc(Nc2cc3n(c(=O)n2)CCc2cc(OC)c(OC)cc2-3)cc1	2.6	3	-5	-1	-1
24	O=C(Nc1ccc(Cl)cc1)N(Cc1cccnc1)Cc1ccco1	0.7	2	-2	2	-1
25	CCc1cc2cc(C)ccc2nc1SCC(=O)N1CCN(C(=O)c2ccco2)CC1	1.0	-4	-10	2	1
26	O=C1CC(Nc2ccc(N3CCOCC3)cc2)C(=O)N1c1ccccc1F (configuration not stated)	-0.6	3	0	-9	-2
27	CC(=O)C1=C(O)C(=O)N(c2ccc(Br)cn2)C1c1ccccc1F (configuration not stated)	0.9	2	-2	-8	1
28	CCCNC(=S)N1CCC(C(=O)c2ccc(Cl)cc2)CC1	0.8	-1	-3	9	1
29	Cc1cccnc1NC(=O)c1cccc(S(=O)(=O)N2CCCc3ccccc32)c1	-0.7	2	-11	0	-3
30	CCCCNC(=S)NNC(=O)CCn1cc(C)cn1	0.8	3	-1	-14	7

nr	PABP1 MLLE inh	Rpn11 inh	MT1-MMP act inh	E coli Lon inh
21	-4	i	6	-1
22	-11	i	-10	4
23	2	i	4	-6
24	4	i	2	1
25	-5	i	-4	2
26	30	i	2	-5
27	4	i	-2	1
28	-140	i	3	1
29	-6	i	3	9
30	-19	i	-5	-10

Additional structures follow.
nr	molecule	MsrA inhibitor	Rin1-Abl PPI inh	bovine MsrA act	FAS TE block	CSN inh
31	O=C(CN1CCN(Cc2ccccc2)CC1)Nc1cccc(S(=O)(=O)N2CCCCCC2)c1	1.0	1	-1	2	-6
32	CCOc1ccccc1-n1c(COc2ccc(C)cc2)nnc1SCC(N)=O	-0.1	0	-1	-6	-1
33	O=C(COC(=O)Cc1ccccc1F)NCc1ccccc1Cl	-0.4	3	-3	-6	2
34	COC(=O)c1ccc(NC(=S)NC2CCCCC2C)cc1 (configuration not stated)	-0.2	-2	-1	8	-3
35	COc1ccc(/C=C/C(=O)Nc2cc(C)nn2-c2nc3ccccc3n2Cc2cccc([N+](=O)[O-])c2)cc1	0.4	1	-1	38	7
36	Cc1ccsc1C(=O)NNC(=S)NCC(C)C	-1.0	5	-13	-3	-4
37	COc1ccc(NC(=O)CN2c3cccc4cccc(c34)S2(=O)=O)c(OC)c1	-0.9	0	1	13	3
38	CCCN(CCC)CCCNC(=O)c1cc2c(=O)[nH]c3ccccc3c2s1	2.4	-3	-4	-2	-4
39	Cn1cc(C(=O)NC2C3CC4CC(C3)CC2C4)cn1 (configuration not stated)	0.0	1	-2	-10	-2
40	Cc1ccnc(NC(=O)C2CCCN(S(=O)(=O)c3cnc[nH]3)C2)c1 (configuration not stated)	1.2	4	-2	-8	1

nr	PABP1 MLLE inh	Rpn11 inh	MT1-MMP act inh	E coli Lon inh
31	7	i	2	-4
32	-6	i	6	-13
33	-9	i	-2	-8
34	14	i	5	-6
35	-4	i	-5	-4
36	-17	i	·	-3
37	-12	i	1	-8
38	6	i	8	5
39	13	i	7	-6
40	-2	i	-4	-5

(further entries)
nr	molecule	MsrA inhibitor	Rin1-Abl PPI inh	bovine MsrA act	FAS TE block	CSN inh
41	CCC1=C(C(=O)OC)C(c2cc(OC)ccc2OC)C(C#N)=C(N)O1 (configuration not stated)	0.5	-1	-4	-4	5
42	O=C(O)c1cc(Cl)ccc1NC(=O)C1CCCO1 (configuration not stated)	1.5	-2	1	-3	3
43	Cn1c(=O)cc(OCC(=O)NCc2cccnc2)c2ccccc21	-0.9	5	0	-10	4
44	Cn1c(NCc2cccnc2)nc2cc(-c3cccc(C(F)(F)F)c3)sc2c1=O	0.9	-5	-5	10	2
45	CCCC(=O)Nc1ccc(Oc2ccc(NC(=O)CCC)cc2)cc1	-0.2	1	-3	-12	3
46	CCCCN1C(=O)CCC(C(=O)O)C1c1ccccc1 (configuration not stated)	0.3	0	-5	-8	-1
47	Cc1ccc2sc(N(CCCN(C)C)C(=O)c3ccc(S(=O)(=O)N(C)Cc4ccccc4)cc3)nc2c1C	-1.3	2	-1	28	-1
48	COc1ccc(C(=O)Nc2nnc(-c3ccc(F)cc3)s2)c(OC)c1	-1.4	1	-2	3	5
49	Nc1ccc2c(c1)Oc1ccccc1C=C2	0.4	2	-4	1	-10
50	C/C=C/c1ccc(OCC(=O)Nc2cc(Cl)ccc2-n2cncn2)c(OC)c1	0.4	-2	-5	46	5

nr	PABP1 MLLE inh	Rpn11 inh	MT1-MMP act inh	E coli Lon inh
41	3	i	1	-4
42	5	i	-4	3
43	1	i	6	-6
44	1	i	4	-4
45	-5	i	0	-3
46	-5	i	0	-2
47	-7	i	-2	-8
48	-5	i	1	8
49	103	i	-6	-10
50	0	i	2	9

More entries
nr	molecule	MsrA inhibitor	Rin1-Abl PPI inh	bovine MsrA act	FAS TE block	CSN inh
51	COc1cc(C2C(C(=O)Nc3ccc(F)cc3)=C(C)Nc3nc(CCCO)nn32)cc(OC)c1OC (configuration not stated)	0.7	-4	-1	0	-5
52	O=C(NCCN1CCN(c2ccccc2)CC1)Nc1cccc(Cl)c1	0.2	3	-2	4	1
53	O=C(NC1CCCCC1)c1ccccc1NC(=O)C1CC1	1.3	2	-8	-8	0
54	Cn1c2ccccc2c2cc(/C=C(\NC(=O)c3ccccc3)C(=O)NCC(=O)O)ccc21	2.6	-1	-8	-6	61*
55	CSC1=C(C#N)C(c2ccc(C)cc2)C2=C(CCCC2=O)N1 (configuration not stated)	0.2	-3	-2	-3	-1
56	Cc1ccc(N=Nc2ccc(O)c(/C=N\NC(=O)c3ccc(N)cc3)c2)cc1C	1.5	2	-4	-1	-6
57	COc1cccc(C(=O)NCCS(=O)(=O)N2CCCC(C)C2)c1 (configuration not stated)	-1.1	-3	5	-7	-1
58	O=C(COC(=O)c1n[nH]c2ccccc12)Nc1ccc([N+](=O)[O-])cc1	1.2	-1	-5	-4	-3

nr	PABP1 MLLE inh	Rpn11 inh	MT1-MMP act inh	E coli Lon inh
51	12	i	0	2
52	8	i	0	0
53	2	i	0	9
54	-137	·	-136	-208
55	8	i	3	-4
56	1	i	6	-4
57	4	i	1	0
58	-18	i	4	-10

In the list so far, 8 have fluorine.
nr	molecule	MsrA inhibitor	Rin1-Abl PPI inh	bovine MsrA act	FAS TE block	CSN inh
21	CCCCNC(=O)CN(c1cc(C(F)(F)F)ccc1Cl)S(C)(=O)=O	-1.2	-1	-1	-8	-16
22	Fc1cccc(-c2nnn3c2nc(Cl)c2ccccc23)c1	0.9	-3	-5	8	3
26	O=C1CC(Nc2ccc(N3CCOCC3)cc2)C(=O)N1c1ccccc1F (configuration not stated)	-0.6	3	0	-9	-2
27	CC(=O)C1=C(O)C(=O)N(c2ccc(Br)cn2)C1c1ccccc1F (configuration not stated)	0.9	2	-2	-8	1
33	O=C(COC(=O)Cc1ccccc1F)NCc1ccccc1Cl	-0.4	3	-3	-6	2
44	Cn1c(NCc2cccnc2)nc2cc(-c3cccc(C(F)(F)F)c3)sc2c1=O	0.9	-5	-5	10	2
48	COc1ccc(C(=O)Nc2nnc(-c3ccc(F)cc3)s2)c(OC)c1	-1.4	1	-2	3	5
51	COc1cc(C2C(C(=O)Nc3ccc(F)cc3)=C(C)Nc3nc(CCCO)nn32)cc(OC)c1OC (configuration not stated)	0.7	-4	-1	0	-5

nr	PABP1 MLLE inh	Rpn11 inh	MT1-MMP act inh	E coli Lon inh
21	-4	i	6	-1
22	-11	i	-10	4
26	30	i	2	-5
27	4	i	-2	1
33	-9	i	-2	-8
44	1	i	4	-4
48	-5	i	1	8
51	12	i	0	2
